Cdc42 wt GTP: modulators of GTP binding to wildtype Cdc42, primary screen, biochemical, multiplex bead flow cytometry, Bodipy-GTP | Cell division control protein 42 homolog (Homo sapiens), P60953 | GST-Cdc42 beads; actives lie on both sides | percent activity (GTP binding), % at 10 µM | 0.2% of 190,000 active | AID 761, 2007;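 active means percent activity GTP binding at least 20 points away from the 100% baseline, either down as inhibitor or up as activator; inconclusive means compound flagged as likely green fluorescent from well-wide comparison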;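 further: median bead fluorescence of bound Bodipy-FL-GTP at 100 nM; 0% = excess unlabeled GTP control and 100% = no compound control; below 100% means less GTP binding so inhibitor and above means activator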
Target sequence (P60953 whole entry, looked up): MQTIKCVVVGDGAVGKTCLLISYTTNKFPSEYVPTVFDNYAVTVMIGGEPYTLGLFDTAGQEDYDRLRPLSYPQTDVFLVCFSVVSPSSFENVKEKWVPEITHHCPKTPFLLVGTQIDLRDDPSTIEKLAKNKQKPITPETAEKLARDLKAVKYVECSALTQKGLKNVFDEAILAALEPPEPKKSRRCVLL
ABCG2 inh: ABCG2 efflux pump inhibitors, primary screen, multiplex with ABCB1, IgMXP3 cells, flow cytometry. Broad substrate specificity ATP-binding cassette transporter ABCG2 (Homo sapiens), Q9UNQ0. JC-1 efflux. inhibition, % at 6.6 µM. 0.1% of 190,000 active. AID 1325, 2008;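 active means inhibition above 80%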;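 further: 0% = DMSO and 100% = nicardipine control wells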
Target sequence (Q9UNQ0 whole entry, looked up): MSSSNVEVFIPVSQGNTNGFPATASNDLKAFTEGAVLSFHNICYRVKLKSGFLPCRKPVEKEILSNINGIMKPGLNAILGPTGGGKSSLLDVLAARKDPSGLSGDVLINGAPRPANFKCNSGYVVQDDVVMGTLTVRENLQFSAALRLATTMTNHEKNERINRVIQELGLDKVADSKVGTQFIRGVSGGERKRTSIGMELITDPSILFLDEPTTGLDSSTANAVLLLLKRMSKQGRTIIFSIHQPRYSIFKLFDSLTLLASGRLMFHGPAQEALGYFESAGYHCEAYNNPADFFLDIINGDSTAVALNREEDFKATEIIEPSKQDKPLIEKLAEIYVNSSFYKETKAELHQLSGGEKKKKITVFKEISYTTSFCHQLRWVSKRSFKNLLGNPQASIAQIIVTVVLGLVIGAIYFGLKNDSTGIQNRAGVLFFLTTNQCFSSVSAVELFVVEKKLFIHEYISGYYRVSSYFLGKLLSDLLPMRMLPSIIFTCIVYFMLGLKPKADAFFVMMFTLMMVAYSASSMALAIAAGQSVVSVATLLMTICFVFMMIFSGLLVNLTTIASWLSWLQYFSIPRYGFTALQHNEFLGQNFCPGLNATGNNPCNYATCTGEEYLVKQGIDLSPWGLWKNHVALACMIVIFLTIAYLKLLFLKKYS
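Measure – % inhibition of efflux relative to nicardipine and DMSO · Test system – ABCG2 IgMXP3 and barcoded ABCB1 CCRF-Adr cell mix · Control set – nicardipine as high control, DMSO as low control · Compound – one concentration, 6.6 µM final · Signal – flow cytometry of retained JC-1 fluorescence · Timing – 10 min exposure at 25 °C with rotation, no wash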
Rab7 wt modul: modulators of GTP binding to Rab7, primary screen, biochemical, wildtype, multiplex bead flow cytometry; GST-Rab7 beads, fluorescent GTP binding; actives lie on both sides; untreated = 100%, excess cold GTP = 0%; GTP binding activity (percent of control), % at 10 µM; 0.055% of 190,000 active; AID 758, 2007;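 active means fluorescent GTP binding to Rab7 beads changed by at least 20 points from the 100% baseline, either direction, mostly lower; inconclusive means compound itself probably fluorescent, or too few beads counted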;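 further: median green fluorescence of bound Bodipy-FL-GTP per Rab7 bead population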
Rac1 act GTP bind: GTP binding modulators of activated mutant Rac1, primary screen, biochemical, bead-based flow cytometry, multiplex, fluorescent GTP; Ras-related C3 botulinum toxin substrate 1 (Homo sapiens), P63000; GST-Rac1 activated beads; actives lie on both sides; 100% means binding = to untreated wells; percent activity (GTP binding), % at 10 µM; 0.11% of 190,000 active;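 active means GTP binding at least 20 percentage points away from the 100% baseline, in either direction, so actives lie on both sides; inconclusive means Compound likely fluorescent itself, or too few beads counted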
Pf gamet viab: late stage P. falciparum gametocyte viability inhibitors, primary screen, ATP luminescence, HTS; P. falciparum stage V gametocytes, 24 h; inhibition, % at 10.9 µM; 0.065% of 150,000 active; AID 743093, 2013;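 active means inhibition above the mean plus 3 SD of compounds within the control limits, set per campaign, cut at about 38% in these data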;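 further: 0% = DMSO wells and 100% = medium only without gametocytes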
HRas wt GTP bind: modulators of GTP binding to HRas wildtype, primary screen, biochemical, bead-based flow cytometry, multiplex; AID 759, 2007; GTP binding activity, % at 10 µM; GST-Ras wt beads, Bodipy-FL-GTP binding; actives lie on both sides; 0.14% of 190,000 active;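 active means GTP binding activity at least 20% away from the 100% baseline, either lowered as inhibitor or raised as activator; inconclusive means flagged as likely green fluorescent, judged across all proteins in the well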;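 further: 0% = unlabeled GTP competition control and 100% = no-compound control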
Target sequence (P01112 whole entry, looked up): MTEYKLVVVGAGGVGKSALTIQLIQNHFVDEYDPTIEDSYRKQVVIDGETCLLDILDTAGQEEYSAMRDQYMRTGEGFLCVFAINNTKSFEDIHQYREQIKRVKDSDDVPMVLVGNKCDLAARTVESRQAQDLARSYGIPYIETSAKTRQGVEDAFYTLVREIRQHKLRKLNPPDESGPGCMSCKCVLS
Avidin fluor: green autofluorescence of compounds with avidin beads – biophysical, 488/530 nm, flow cytometry, artefact control, profiling panel; compound fluorescence 488/530 nm; active compounds read high; fluorescence (KMESF) at 10 µM; 0.38% of 220,000 active; in the data active means fluorescence above about 47; further: inactives centre near 10
GSH fluor: compound fluorescence on glutathione beads, profiling panel, artefact control, biophysical, 488/530 nm, flow cytometry | GSH beads flow cytometry, compound fluorescence 488/530 nm; active compounds read high | fluorescence (KMESF) at 10 µM | 0.25% of 190,000 active; in the data active means fluorescence above about 89;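 further: glutathione beads carrying GST-tagged Bcl family fusion proteins plus one bare bead set; values are compound well signal with DMSO vehicle wells as background; inactives centre near 16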
Rab2A wt mod: modulators of GTP binding to Rab2A wildtype, primary screen, biochemical, dog, bead-based flow cytometry, multiplex; GST-Rab2 wt beads, Bodipy-GTP binding; GTP binding activity, % at 10 µM; Ras-related protein Rab-2A (Canis lupus familiaris), P61105; 0.19% of 190,000 active;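 active means GTP binding activity at least 20 points away from 100%, either lowered or raised; inconclusive means signal likely due to the compound's own green fluorescence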;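 further: 0% = beads with excess unlabeled GTP and 100% = no-compound control corrected for plate trend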
Rac1 wt modul: wildtype Rac1 GTP binding modulators, primary screen, biochemical, GST-Rac1 beads, flow cytometry, multiplex. AID 757, 2007. GTP binding activity (% of control), % at 10 µM. 0.27% of 190,000 active. Ras-related C3 botulinum toxin substrate 1 (Homo sapiens), P63000. fluorescent GTP binding; actives lie on both sides; 0 = cold GTP competed, 100 = untreated;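 active means GTP binding activity at least 20 points away from the 100% control level, either lower or higher; inconclusive means compound flagged as likely green fluorescent, judged across all proteins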
ABCB1 block: ABCB1 efflux pump inhibitors, primary screen, cell-based, multiplex, flow cytometry, ABCG2 counter-screen; ATP-dependent translocase ABCB1 (Homo sapiens), P08183; CCRF-Adr cells, JC-1 efflux; inhibition, % at 6.6 µM; 0.067% of 190,000 active; AID 1326, 2008; in the data active means inhibition above about 40%;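 further: 0% = vehicle and 100% = reference inhibitor; higher value means more JC-1 retained so stronger ABCB1 efflux block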
Starred values were filed as active, the others as inactive; ? = inconclusive; . = no result given.

Start of the data: the first 2 records as a preview:
SMILES	Cdc42 wt GTP	ABCG2 inh	Rab7 wt modul	Rac1 act GTP bind	Pf gamet viab	HRas wt GTP bind	Avidin fluor	GSH fluor	Rab2A wt mod	Rac1 wt modul	ABCB1 block
CCOC(=O)N1CCC(N(CCN(C)C)C(=S)Nc2ccccc2C)CC1	105	7	100	101	.	101	15	17	102	105	0.5
CC(=O)Nc1ccc(S(=O)(=O)NCc2ccc(C)cc2)cc1	101	1	97	98	23	100	9	12	98	105	0.1

The whole of this part, previewed entries included:
SMILES	Cdc42 wt GTP	ABCG2 inh	Rab7 wt modul	Rac1 act GTP bind	Pf gamet viab	HRas wt GTP bind	Avidin fluor	GSH fluor	Rab2A wt mod	Rac1 wt modul	ABCB1 block
CCOC(=O)N1CCC(N(CCN(C)C)C(=S)Nc2ccccc2C)CC1	105	7	100	101	.	101	15	17	102	105	0.5
CC(=O)Nc1ccc(S(=O)(=O)NCc2ccc(C)cc2)cc1	101	1	97	98	23	100	9	12	98	105	0.1
CC(=O)c1cccc(NC(=O)c2ccc(C(=O)Nc3cccc(C(C)=O)c3)nc2)c1	95	0	93	91	14	94	8	8	92	93	-0.1
CS(=O)(=O)Nc1ccc(Br)cc1C(=O)c1ccccc1	69*	-10	102	99	-15	99	13	35	97	103	-0.7
O=C1c2ccccc2C(=O)N1Cc1ccc2c(c1)OCO2	96	1	100	96	-3	96	15	16	93	94	0.0
CC1(C)Cc2c(c(-c3ccccc3)[nH]c(=O)c2C#N)CO1	102	0	95	95	.	99	11	52	98	104	-0.1
COc1cccc(-n2c(SCC(=O)Nc3sc4c(c3C(N)=O)CCC4)nc3ccccc3c2=O)c1	100	3	97	97	26	100	11	19	100	98	5.5
COC(=O)c1ccc(C(=O)OC)c(NC(=O)CS(=O)(=O)Cc2ccccc2)c1	101	2	98	99	.	100	9	15	99	101	0.7
CCNc1c(N)c(=O)oc2ccccc12	100	28	99	96	-25	97	4	12	99	98	-0.6
COc1cc(/C=N/Nc2ccc(F)cc2F)cc(OC)c1OC	98	17	99	97	-21	99	24	15	97	101	-1.2
Cc1cc(C)c(C#N)c(SCc2ccccc2C)n1	106	9	103	99	-1	103	11	23	105	111	2.4
COC(=O)c1[nH]nc(C(=O)OC(C)(C)C)c1-c1ccccc1	99	8	100	99	6	100	5	10	98	103	0.8
CC1CN(C(=O)C(Sc2ccccc2)c2ccccc2)CC(C)O1 (stereo not drawn)	101	5	96	101	-7	99	22	15	98	103	1.2
c1ccc(N2CCN(c3ncccn3)CC2)cc1	100	1	93	98	-7	98	14	60	99	97	0.4
CCCCOc1ccc(C(=O)Nc2ccc(N3CCN(C)CC3)cc2)cc1	98	8	101	96	-7	99	8	20	98	96	1.1
CCN(CC)S(=O)(=O)c1ccc2c(c1)nc(CCC(=O)OCC(=O)Nc1cc(OC)cc(OC)c1)n2C	99	39	98	98	0	96	15	7	96	98	1.1
O=C(/C=C/c1cccc([N+](=O)[O-])c1)NCc1ccccc1	95	1	102	95	.	98	12	68	97	97	0.0
Cc1ccc(-c2nnc(Nc3ccc4c(c3)OCO4)c3ccccc23)cc1S(=O)(=O)NC(C)C	99	1	102	102	-63	107	5	7	106	111	1.2
Cn1c(Oc2ccccc2)c(C=O)c2ccccc21	97	2	95	96	.	97	38	16	94	97	0.3
CC(=O)Nc1ccc(S(=O)(=O)NCCC(=O)NCCc2ccc(F)cc2)cc1	104	9	104	98	5	99	41	26	98	106	1.7
COc1ccc(Nc2nc(NCc3ccco3)nc(N/N=C/c3ccc(O)cc3)n2)cc1	100	-4	102	100	2	101	3	6	99	106	-1.1
CCc1nn2c(N(C)CCO)cc(C)nc2c1-c1ccc(F)cc1	100	8	96	97	.	95	14	10	95	100	0.3
COc1ccc(S(=O)(=O)Nc2ccc(F)cc2)c(C)c1C	97	1	95	97	-21	98	9	15	96	100	0.2
Cc1ccc(N(CC(=O)NC2CC3CCC2C3)S(C)(=O)=O)cc1C (stereo not drawn)	105	1	102	100	.	103	5	15	103	103	0.1
CC[C@H](C)[C@H](NC(=O)c1ccc(Cl)cc1)C(=O)OCC(=O)c1ccc2c(c1)NC(=O)CO2	?	11	?	?	.	?	32	11	?	?	0.7
CCOC(=O)c1cc(NC(=O)SCC(=O)O)c(C)nc1C	101	1	99	97	.	100	10	33	98	101	0.6
CN(C(=O)COc1ccccc1)c1nnc(-c2cccnc2)s1	100	2	98	99	.	101	7	51	101	101	0.5
Cc1ccc(-c2nn3c(C)nnc3s2)cc1NC(=O)c1ccc(-c2cccc(Cl)c2)o1	97	4	100	99	7	98	4	50	96	101	2.0
Cc1cc(C(=O)N2CCN(C/C=C/c3ccccc3)CC2)cs1	100	7	94	96	.	98	18	25	95	99	1.9
CCOC(=O)c1ccc(S(=O)(=O)Nc2nc3cc(S(=O)(=O)NC4=NCCCCC4)ccc3s2)cc1	93	-1	101	92	14	97	11	12	95	96	0.0
O=C(NCCc1ccc(Cl)cc1)C1CCC(CNc2c(N3CCCCC3)c(=O)c2=O)CC1 (stereo not drawn)	98	14	101	97	.	97	6	12	97	97	0.3
CCc1ccc2[nH]c3nc(SCc4nnc(-c5ccc(C)cc5)o4)nnc3c2c1	?	0	?	?	.	?	7	42	?	?	0.0
CN(NS(=O)(=O)c1ccc(Cl)cc1)c1ncc(C(F)(F)F)cc1Cl	90	-2	91	90	-6	94	13	13	92	93	-0.7
O=C(/C=C/c1ccccc1)NC(=S)NNC(=O)Cc1cccs1	94	-6	101	96	.	97	3	17	95	98	-1.7
Cc1noc(C)c1C(=O)OCC(=O)NC(c1ccccc1)c1ccccc1	100	1	98	96	6	97	5	23	96	99	0.3
Cc1ccc(CNC(=O)CCC(=O)c2cccs2)cc1	100	6	99	99	-28	99	25	25	100	103	1.0
CCCc1ccc(C(=O)N2CCN(c3ccccc3OCC)CC2)cc1	95	7	96	93	.	96	9	50	92	92	1.2
CCOC(=O)C(=NCCCN(C)C)NNc1cc(C(F)(F)F)ccc1Cl	98	-1	108	97	.	101	10	12	102	103	-0.2
CCS(=O)(=O)N1Cc2ccccc2CC1C(=O)Nc1nnc(C2CC2)s1 (stereo not drawn)	97	2	100	94	-4	98	27	72	97	99	0.6
Nc1nc(-c2ccc3c(c2)CCC(=O)N3)cs1	?	0	?	?	-4	?	8	16	?	?	-0.3
COCCSc1ccccc1C(=O)N1CCN(c2ccccc2)CC1	97	7	104	97	-10	98	9	19	98	101	1.4
CCCCC(=O)Nc1ccc(C)c(O)c1	97	2	97	95	-14	99	16	14	95	100	0.2
COc1cccc(C2CC(c3c(-c4ccccc4)c4cc(Cl)ccc4[nH]c3=O)=NN2S(C)(=O)=O)c1OC (stereo not drawn)	99	1	99	100	.	99	4	28	98	102	0.1
Cc1cccc(OCCSc2nc3ncnc(N)c3[nH]2)c1	95	6	102	92	-2	98	7	23	100	94	-0.4
CCCCOc1ccc(-c2ncc(C(=O)OCC)c(N)n2)cc1	98	23	98	98	0	100	13	35	100	105	1.1
O=C(c1cc2c(s1)-c1ccccc1OC2)N1CCc2ccccc2C1	99	13	95	97	.	99	4	16	99	104	2.0
Cc1ccc(NC(=O)CCC(=O)NCCO)cc1	100	1	98	100	.	101	11	14	104	102	0.1
CCCCSc1nnc(-c2ccccc2)c2ccccc12	99	30	95	96	.	96	12	11	95	97	0.6
COc1ccc(S(=O)(=O)NCC2CCCN(Cc3ccc(C)o3)C2)cc1 (stereo not drawn)	91	1	96	91	1	93	8	23	93	92	0.7
Cc1nc([N+](=O)[O-])c(Sc2nc3ccccc3n2C)n1Cc1ccccc1	103	14	100	103	-5	102	2	5	102	102	5.9
NS(=O)(=O)c1ccc(CCNC(=O)C2CCCCN2S(=O)(=O)c2ccccc2)cc1 (stereo not drawn)	97	0	100	95	-21	99	8	8	99	99	0.1

Reprinted at random: 6 records from the list
SMILES	Cdc42 wt GTP	ABCG2 inh	Rab7 wt modul	Rac1 act GTP bind	Pf gamet viab	HRas wt GTP bind	Avidin fluor	GSH fluor	Rab2A wt mod	Rac1 wt modul	ABCB1 block
CCCCSc1nnc(-c2ccccc2)c2ccccc12	99	30	95	96	.	96	12	11	95	97	0.6
Cc1nc([N+](=O)[O-])c(Sc2nc3ccccc3n2C)n1Cc1ccccc1	103	14	100	103	-5	102	2	5	102	102	5.9
COc1ccc(S(=O)(=O)NCC2CCCN(Cc3ccc(C)o3)C2)cc1 (stereo not drawn)	91	1	96	91	1	93	8	23	93	92	0.7
O=C(c1cc2c(s1)-c1ccccc1OC2)N1CCc2ccccc2C1	99	13	95	97	.	99	4	16	99	104	2.0
Cc1ccc(NC(=O)CCC(=O)NCCO)cc1	100	1	98	100	.	101	11	14	104	102	0.1
NS(=O)(=O)c1ccc(CCNC(=O)C2CCCCN2S(=O)(=O)c2ccccc2)cc1 (stereo not drawn)	97	0	100	95	-21	99	8	8	99	99	0.1

Compound activity deposited in PubChem BioAssay by several laboratories.
